Screening results: PubChem, several laboratories
PG9 Ab binder = binders of HIV-1 gp120 antibody PG9, primary screen, biochemical, TR-FRET | TR-FRET gp120-PG9 antibody binding | HIV-1 gp120 / PG9 antibody interaction | inhibition, % at 6.7 µM | 360,000 tested, 0.43% active; in the data active = inhibition above about 8.5%
hgDAF-12 ag = H. glycines DAF-12 receptor agonists, primary screen, cell-based, luminescence, HEK293, GAL4 fusion, UAS-luciferase | 370,000 tested, 1.8% active | activation, % at 6.8 µM | HEK293 GAL4-hgDAF12 UAS-luciferase reporter, agonist luminescence; normalized to butyrate control | AID 687014, 2013 | Nuclear hormone receptor DAF-12 (Heterodera glycines), GAL4 fusion;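 active = activation above a cutoff set at the mean of all screened compounds plus 3 SD, cut at about 10% in these data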;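 note: 0% = DMSO wells and 100% = sodium butyrate wells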
ssDAF-12 act = S. stercoralis DAF-12 nuclear receptor activators, primary screen, cell-based, luminescence, HEK293, GRIP1 co-expression, lit1-tk-luc | Nuclear hormone receptor DAF-12 (Strongyloides stercoralis) | HEK293 ssDAF-12/GRIP1 lit1-tk-luc reporter; % of 3 µM dafachronic acid response | activation, % at 6.8 µM | 370,000 tested, 1% active | AID 652126, 2013;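 active = activation above the mean over all tested compounds plus 3 SD, cut at about 0.9% in these data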;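 note: 0% = DMSO-only wells and 100% = 3 µM delta7-dafachronic acid wells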
sPLA2-III inh = human group III sPLA2 inhibitors, primary screen, biochemical, QFRET, BODIPY PC-A2 liposome substrate; Group 3 secretory phospholipase A2 (Homo sapiens), Q9NZ20; QFRET BODIPY PC-A2 liposome hydrolysis, fluorescence; inhibition, % at 12.2 µM; 370,000 tested, 0.56% active;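 active = inhibition above mean plus 3 SD of compounds lying within the high and low control bounds, cut at about 19% in these data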;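 note: 0% = median of test compound wells and 100% = no enzyme DMSO wells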
DAX1 inh-1 = DAX1 (NR0B1) inhibitors on StAR promoter, primary screen, cell-based, luminescence, SF-1 (NR5A1), full-length DAX-1. inhibition, % at 6.8 µM. HEK293T StAR-luciferase reporter, SF-1/DAX-1 repression relief. AID 652010, 2013. 370,000 tested, 1.1% active;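 active = inhibition above the mean over all tested compounds plus 3 SD, cut at about 3.6% in these data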;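 note: 0% = DAX-1 cells with DMSO and 100% = cells lacking DAX-1 with DMSO; higher inhibition means more luminescence from relief of DAX-1 repression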
Rev-erbA mod = modulators of Rev-erb alpha DNA binding, primary screen, biochemical, FITC-DNA, fluorescence polarization, uHTS; Nuclear receptor subfamily 1 group D member 1 (Homo sapiens), P20393; Rev-erbα–FITC-DNA binding, 90 min; activity, % at 10 µM; 370,000 tested, 0.79% active;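 active = activity above about 14%, limit read from the data; passing the limit was not always enough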;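 note: 0% = DMSO wells with 35 nM protein and 100% = DMSO wells with 750 nM protein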
PLC-beta3 inh = human PLC-beta3 inhibitors, primary screen, biochemical, fluorescence | 1-phosphatidylinositol 4,5-bisphosphate phosphodiesterase beta-3 (Homo sapiens), Q01970 | Purified PLC-beta3, fluorogenic substrate | inhibition, % at 12.2 µM | 370,000 tested, 0.18% active; in the data active = inhibition above about 11%;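 note: 0% = median of compound wells on plate and 100% = full blocker control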
Target sequence (Q01970 whole entry, looked up): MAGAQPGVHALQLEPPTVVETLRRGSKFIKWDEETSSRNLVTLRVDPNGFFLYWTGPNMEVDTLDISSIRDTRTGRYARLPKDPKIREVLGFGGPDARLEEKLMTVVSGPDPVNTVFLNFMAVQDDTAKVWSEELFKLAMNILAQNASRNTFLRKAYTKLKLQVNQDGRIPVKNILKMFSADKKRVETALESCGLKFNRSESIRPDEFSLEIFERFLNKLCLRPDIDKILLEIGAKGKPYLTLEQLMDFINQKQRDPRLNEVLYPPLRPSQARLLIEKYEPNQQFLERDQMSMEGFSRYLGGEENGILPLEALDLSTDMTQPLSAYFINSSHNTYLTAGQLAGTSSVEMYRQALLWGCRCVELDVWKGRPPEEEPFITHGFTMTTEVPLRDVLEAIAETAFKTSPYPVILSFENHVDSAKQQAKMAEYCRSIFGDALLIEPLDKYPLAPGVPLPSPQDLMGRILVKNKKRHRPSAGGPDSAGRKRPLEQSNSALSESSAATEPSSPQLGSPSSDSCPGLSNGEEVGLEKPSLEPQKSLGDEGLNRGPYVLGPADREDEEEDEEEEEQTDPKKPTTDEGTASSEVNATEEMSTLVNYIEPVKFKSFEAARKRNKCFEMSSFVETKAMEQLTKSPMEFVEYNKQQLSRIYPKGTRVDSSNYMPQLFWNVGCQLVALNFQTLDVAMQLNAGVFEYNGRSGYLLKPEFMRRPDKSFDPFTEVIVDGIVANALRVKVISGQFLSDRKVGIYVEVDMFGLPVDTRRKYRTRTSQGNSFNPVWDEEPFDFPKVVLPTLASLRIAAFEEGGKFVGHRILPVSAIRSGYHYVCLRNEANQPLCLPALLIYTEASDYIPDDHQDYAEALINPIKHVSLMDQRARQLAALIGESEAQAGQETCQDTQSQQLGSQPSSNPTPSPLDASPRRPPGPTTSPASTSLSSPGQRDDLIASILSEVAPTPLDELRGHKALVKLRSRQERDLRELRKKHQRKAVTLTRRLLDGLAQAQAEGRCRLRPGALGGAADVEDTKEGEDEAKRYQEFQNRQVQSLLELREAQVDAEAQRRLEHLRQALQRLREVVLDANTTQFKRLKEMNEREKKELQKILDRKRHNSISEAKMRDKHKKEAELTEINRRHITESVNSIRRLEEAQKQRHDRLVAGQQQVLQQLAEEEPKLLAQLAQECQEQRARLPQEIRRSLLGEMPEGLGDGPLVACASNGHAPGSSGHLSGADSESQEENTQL
DAX1 inh-2 = DAX1 (NR0B1) inhibitors, primary screen, cell-based, HEK293, Gal4-DAX1, luciferase luminescence; Nuclear receptor subfamily 0 group B member 1 (Homo sapiens), P51843; AID 504766, 2011; 340,000 tested, 0.99% active; inhibition, % at 6.75 µM; HEK293 Gal4-DAX1 luciferase reporter;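 active = inhibition above the mean over all tested compounds plus 3 SD, cut at about 4.2% in these data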;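 note: 0% = DAX1-transfected cells with DMSO and 100% = empty-vector control cells with DMSO; inhibition shows as a rise in luminescence from relieved DAX1 repression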
GAA850 FXN act = FXN promoter activators, primary screen, cell-based, luciferase luminescence, HEK293 lucGAA850; 360,000 tested, 0.56% active; activation, % at 6 µM; HEK293 lucGAA850 FXN promoter luciferase reporter, 24 h; percent of 10 µM SAHA response;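 active = activation above the average of all compounds screened plus 3 SD, cutoff fixed separately per campaign, cut at about 7.5% in these data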;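 note: 0% = DMSO wells and 100% = 10 µM SAHA wells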
SMARCA2 act = SMARCA2 (BRM) function activators, primary screen, cell-based, luminescence, high throughput. MG213 cells, MMTV-luciferase reporter, dexamethasone, overnight. activation, % at 9.1 µM. 370,000 tested, 1% active. AID 652017, 2013; in the data active = activation above about 7.8%;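 note: 0% = vehicle wells and 100% = reference activator wells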
hcDAF12 agonist = H. contortus DAF-12 nuclear receptor activators, primary screen, cell-based, luminescence, HEK293, lit1-tk-luc reporter; HEK293 hcDAF-12 lit1-tk-luc reporter; 0% DMSO, 100% Δ7-dafachronic acid; 370,000 tested, 1.4% active; AID 652067, 2013; activation, % at 6.8 µM;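 active = activation above the mean of all tested compounds plus 3 SD, cut at about 5.5% in these data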;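 note: 100% = response to 3 µM Δ7-dafachronic acid high control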
* = called active by the depositor; / = not tested or not shown.

SMILES	PG9 Ab binder	hgDAF-12 ag	ssDAF-12 act	sPLA2-III inh	DAX1 inh-1	Rev-erbA mod	PLC-beta3 inh	DAX1 inh-2	GAA850 FXN act	SMARCA2 act	hcDAF12 agonist
N#CCOC(=O)[C@H](Cc1ccccc1)N1C(=O)c2ccccc2C1=O	-0.5	-0.6	-1.2	11.7	0.2	4.0	-4.0	0.8	-1.0	-2.7	-1.1
CNC(=O)c1cc(C(=O)c2ccc(Cl)cc2)c[nH]1	1.2	-0.1	-1.3	7.5	-0.2	2.0	-4.8	0.6	4.4	-1.6	1.4
Cc1cc(C)c2cc(C#N)c(NCCOC(=O)c3ccccc3C)nc2c1	-2.6	0.5	-0.8	-2.7	0.2	11.7	-123.4	-0.7	0.8	-2.6	-1.2
CCCc1cc(=O)n2c(nc3ccccc32)[nH]1	-1.6	2.1	-1.0	-6.2	0.0	0.1	-72.1	0.2	7.6	3.9	1.5
COC(=O)c1ccccc1NC(=O)n1cc(C)cn1	-1.0	0.8	-0.7	6.4	0.1	-2.7	3.1	1.7	-0.7	-3.7	0.2
COc1ccc2ccccc2c1/C=N/NC(=S)Nc1cc(S(=O)(=O)N2CCOCC2)ccc1N1CCOCC1	2.5	1.2	-0.9	1.3	0.0	-4.3	-9.4	-0.5	3.1	-2.1	-1.5
O=C(NCc1cccnc1)C(=O)NCC1OCCCN1S(=O)(=O)c1ccccc1 (stereo unspecified)	0.7	0.1	-1.6	-2.5	-0.4	-0.7	7.3	0.2	0.3	-1.5	-0.8
COc1cccc(CN2CCNC(=O)C2CC(=O)NCCN2CCCCC2=O)c1 (stereo unspecified)	-1.8	2.5	-0.4	-0.5	0.2	1.4	-8.0	0.1	2.6	-0.8	-1.9
CCc1cccc(C)c1NC(=S)NCC(c1cccnc1)N1CCOCC1 (stereo unspecified)	0.4	0.1	-0.5	7.1	-0.2	-5.2	1.3	0.6	-0.2	-1.4	2.3
COC(=O)c1ccc(C2/C(=C(/O)c3ccc(OC)cc3)C(=O)C(=O)N2CC2CCCO2)cc1 (stereo unspecified)	1.8	2.9	-0.5	3.1	0.1	4.2	4.0	-0.8	-0.6	-1.1	-0.2
Cc1nn(CC(=O)NCCCN2CCCCC2)c(=O)c2cccn12	1.2	-0.4	-0.7	9.1	0.5	2.8	-3.6	0.2	1.6	0.9	2.7
O=C(O)Cc1cn(-c2ccccc2)nc1-c1ccccc1	-1.6	-1.7	-1.6	1.1	0.6	-1.1	-6.4	1.1	1.5	-3.1	-0.3
COc1ccc(NS(=O)(=O)c2ccc(O)c(C(=O)OCC(=O)N3CCCCC3)c2)cc1	-1.2	-1.0	-0.7	0.3	-1.5	-3.0	-6.6	0.6	0.8	-1.1	-1.5
C/C(=N\Nc1nc(-c2ccccc2)cs1)c1cccs1	-1.9	-2.4	-0.2	-1.7	-1.5	-0.7	-2.4	0.1	-4.9	-0.6	1.7
Cc1cc(C(=O)NCc2ccc(S(N)(=O)=O)cc2)cs1	0.7	3.8	-1.4	-1.5	-0.6	-2.2	-3.5	-0.3	-1.1	2.8	-1.2
CC(=O)C1(C)OC(N)=C(C#N)C(c2ccccc2)C1(C#N)C#N (stereo unspecified)	-1.6	0.1	-0.1	-6.8	0.1	-2.1	-71.0	-0.1	-0.1	-1.7	3.4
CCOc1cc(N2CCC(O)CC2)ccc1Nc1ncc2c(n1)N(C)c1ccccc1C(=O)N2C	-6.5	-8.2	-0.4	8.1	5.9*	6.6	2.2	/	/	3.6	3.6
C#CCOc1ccc(C2C3=C(CC(C)(C)CC3=O)N(CC(=O)O)C3=C2C(=O)CC(C)(C)C3)cc1OC	-2.6	1.4	-1.3	-2.5	-0.2	-2.1	-48.6	3.3	1.9	-1.9	-1.0
O=C(O)CN=CC1=C(O)CC(c2ccccc2)CC1=O (stereo unspecified)	-1.2	0.5	-0.5	-1.9	0.0	3.7	-5.6	1.7	-1.6	3.9	-0.5
N#CCCN(C(=O)CN1C(=O)NC2(CCCC2)C1=O)c1ccccc1F	0.1	0.8	-0.8	2.7	-0.5	-2.9	1.2	-0.5	0.0	-2.1	-1.3

Complete entries, looked up by structure. Order of screens: PG9 Ab binder	hgDAF-12 ag	ssDAF-12 act	sPLA2-III inh	DAX1 inh-1	Rev-erbA mod	PLC-beta3 inh	DAX1 inh-2	GAA850 FXN act	SMARCA2 act	hcDAF12 agonist
CCCc1cc(=O)n2c(nc3ccccc32)[nH]1 across the screens: -1.6	2.1	-1.0	-6.2	0.0	0.1	-72.1	0.2	7.6	3.9	1.5
C#CCOc1ccc(C2C3=C(CC(C)(C)CC3=O)N(CC(=O)O)C3=C2C(=O)CC(C)(C)C3)cc1OC across the screens: -2.6	1.4	-1.3	-2.5	-0.2	-2.1	-48.6	3.3	1.9	-1.9	-1.0
COc1ccc2ccccc2c1/C=N/NC(=S)Nc1cc(S(=O)(=O)N2CCOCC2)ccc1N1CCOCC1 across the screens: 2.5	1.2	-0.9	1.3	0.0	-4.3	-9.4	-0.5	3.1	-2.1	-1.5

(listing goes on)
SMILES	PG9 Ab binder	hgDAF-12 ag	ssDAF-12 act	sPLA2-III inh	DAX1 inh-1	Rev-erbA mod	PLC-beta3 inh	DAX1 inh-2	GAA850 FXN act	SMARCA2 act	hcDAF12 agonist
Cc1ccc2nc(-c3ccc(O)c(O)c3)cn2c1	-7.3	8.1	0.1	6.2	1.8	-8.4	-29.1	-3.1	10.5*	1.1	9.4*
O=C(CSc1nnc(NC(=O)C2CC2)s1)Nc1ccc(F)cc1F	-0.8	-0.6	-1.2	1.7	-1.2	4.4	-6.6	-0.7	1.2	-2.7	-2.0
COc1ccc(OCC(O)CN2CCN(c3ccc(Cl)cc3)CC2)cc1 (stereo unspecified)	2.0	-0.6	-0.7	10.8	-0.5	2.3	-4.1	-1.0	-0.6	-2.1	-2.3
CCOC(=O)NC(=O)c1cn(-c2ccc(OC)cc2)c(=O)[nH]c1=O	-1.5	3.0	-1.3	3.5	-0.2	-0.5	6.3	-0.1	2.6	-2.1	-1.3
Cn1c(=O)c2c(ncn2Cc2cccc(Cl)c2)n(C)c1=O	-0.2	-6.1	-1.8	-0.6	-2.1	-10.2	-0.2	-2.4	0.4	-2.9	-3.2
COc1ccc(/C=N/NC(=O)COc2cccc3ccccc23)c(C(=O)O)c1OC	-0.7	0.6	-1.3	-7.1	0.4	6.0	-3.9	1.8	-0.4	-0.8	4.1
CCOC(=O)N/N=C\c1ccc(OC(=O)c2ccco2)cc1	-2.8	-1.1	-0.8	5.6	0.3	-0.2	6.3	1.0	2.4	5.3	0.1
CC1=C(C(=O)N2CCCCCC2)CC(CC(=O)NCC2CCCCC2)C(=O)N1CCCN1CCCC1=O (stereo unspecified)	0.2	-0.9	-0.6	1.1	-0.7	0.3	4.1	/	/	1.4	-0.1
CCN(Cc1cnn(C)c1)Cc1nc(C(c2ccccc2)c2ccccc2)no1	1.1	-2.9	-1.8	-6.8	0.2	-2.1	-4.7	0.4	1.3	-0.6	-0.3
OCCC1CN(Cc2cccc3nccnc23)CCN1Cc1ccc(F)c(F)c1 (stereo unspecified)	-1.8	2.2	-0.8	-3.4	0.2	-3.2	1.1	0.4	0.3	-1.8	-2.5
COc1ccc(C(=O)c2coc3ccc(O)c(CN4CCCCC4)c23)cc1	0.0	0.5	-1.4	-3.1	2.0	1.8	-0.1	-1.3	-1.2	0.9	0.0
CC(=O)Nc1ccc(S(=O)(=O)NC2(C(F)(F)F)NC(=O)N(Cc3ccccc3)C2=O)cc1 (stereo unspecified)	-1.3	-0.1	-0.4	3.8	0.1	5.5	-5.5	0.3	0.0	-2.0	-0.9
Cc1cc(C)nc(SCC(=O)N/N=C/c2cccn2-c2ccc(O)cc2)n1	-2.4	-1.3	-1.2	-17.0	0.8	2.2	1.5	-1.2	0.1	-7.1	-1.2
c1ccc(NN=C2c3ccccc3-c3ccccc32)cc1	-0.5	2.0	0.7	-6.0	0.3	5.0	-0.9	0.2	0.6	-1.7	5.7*
O=C1CNC(=S)N1C(CO)c1ccccc1 (stereo unspecified)	-0.6	2.3	-0.6	-20.2	-0.1	6.1	-2.5	1.1	-0.4	-2.2	2.5
COc1ccccc1CCC(=O)Nc1ccc2c(c1)CN(Cc1ccc(C)o1)CC2	-3.3	3.7	-1.4	-7.9	-0.2	1.3	-34.2	0.2	0.3	-1.5	-0.6
COC(=O)C1=C(C)N(Cc2ccc(C(F)(F)F)cc2)C(=NCc2ccc3c(c2)OCO3)NC1c1ccccc1C(F)(F)F (stereo unspecified)	-0.6	0.1	-1.3	-5.5	-0.4	-1.2	5.6	/	/	2.4	-1.5
O=[N+]([O-])c1ccc2c(c1)nc1n2CCSC1	-1.6	0.0	-1.1	1.3	0.0	1.2	-2.6	-1.1	1.3	-5.4	1.2
N#Cc1cc2c(nc1SCc1ccccc1)CCCC2	36.1*	2.3	-0.9	5.8	0.1	27.5*	5.0	-0.6	2.9	-1.5	-2.0
C=CCn1c(CCNC(=O)c2cccs2)n[nH]c1=S	-0.8	0.5	-1.1	9.2	-0.3	-1.0	2.3	0.0	0.3	-0.3	1.2
COc1cccc(-c2nnc(SCC3CNC(=O)O3)n2-c2ccc(Cl)cc2)c1 (stereo unspecified)	-0.3	-0.5	-0.8	1.0	-0.2	-1.8	-2.2	-0.1	2.0	-2.3	-0.6
C=CCOc1ccc(/C=N/NC(=O)C(=O)Nc2ccccn2)cc1OC	1.1	-3.2	-0.8	18.3	0.1	1.1	-3.5	-1.1	2.2	-1.3	-1.2
COc1ccc(C2C(C#N)=C(/N=C/N3CCN(C)CC3)OC3=C2C(=O)CC(C)(C)C3)cc1OC (stereo unspecified)	-2.0	-2.5	-0.8	3.5	0.8	0.8	-2.8	-0.2	0.6	-1.9	-1.2
CC1CCN(C(=O)CSc2nc3c(cnn3-c3ccc(Cl)cc3)c(=O)[nH]2)CC1	-0.8	1.4	-1.0	4.4	1.3	2.5	11.3*	0.4	2.0	-3.8	-0.2
CC(C)CCNC(=O)c1cc(-c2cccs2)nc2ccccc12	-0.8	-0.9	0.1	2.8	-1.6	6.4	-206.4	-0.2	-0.5	0.3	2.9
CCN1C(=O)[C@@H]2[C@@H](c3ccc(-c4ccccc4)cc3)N3CCCC[C@@]3(C(=O)OC)[C@@H]2C1=O	0.6	-1.2	-1.8	-3.0	0.0	3.6	-1.3	0.3	0.7	-2.0	-2.0
